# mHTT-CaM PPI inh: mutant huntingtin-calmodulin interaction inhibitors – biochemical, AlphaScreen, primary screen; P42858; 190,000 compounds, 3.6% hits; AlphaScreen His-mHTT/GST-CaM binding, luminescence; inhibition, % at 15 µM;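 note: 0% = both proteins with DMSO and 100% = one protein alone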
# Pf apPOL inh: Pf-apPOL inhibitors, biochemical, fluorescence; Plasmodium falciparum apicoplast DNA polymerase (apPOL); Recombinant Pf-apPOL, molecular beacon fluorescence, 1.5 h; inhibition, % at 10 µM; 210,000 compounds, 0.25% hits; AID 1794808, 2022
# Starred values were filed as active, the others as inactive; . = no result given; & = joins results of further samples. Cut-off read from the data, not from the text of the source: active = inhibition above about 50%; inactive = the rest. Only part of the results is shown; count on the stated rates, not on these rows.
canonical_smiles,mHTT-CaM PPI inh,Pf apPOL inh
O=C(NCCN1CCN(C(=O)c2ccsc2)CC1)c1ccc([N+](=O)[O-])o1,-7,0
Cc1ccc2[nH]c(-c3ccc(F)cc3F)cc(=O)c2c1,1,-4
Nc1c(Cl)cc([N+](=O)[O-])cc1Br,2,.
O=C1C=C(NCc2cccnc2)C2(CCCCC2)O1,4,0
O=C(COc1ccc(F)cc1)Nc1sc2c(c1C(=O)NC1CCS(=O)(=O)C1)CCCC2 (centres undefined),1,-6
CC(NC(=O)c1ccccc1C(=O)NC(C)c1ccc2c(c1)OCCO2)c1ccc2c(c1)OCCO2 (centres undefined),.,0
COc1ccc(C(=O)Nc2cccc(C(C)=O)c2)cc1,-5,6
COc1cccc(/C=c2\sc3n(c2=O)CN(c2ccc4c(c2)OCO4)CN=3)c1,18,-7
Cc1cccc(C(=O)Nc2nccn(-c3cccc(F)c3)c2=O)c1,-2,-2
O=C(Nc1ccc(C(=O)N2CCCCC2)cc1)C1CCC1,12,-3
CCN(CC)CC#CC(C)(O)C(C)(C)C (centres undefined),-3,-3
COc1cc(/C=c2\sc3nc(=O)c(-c4ccccc4)nn3c2=O)cc(OC)c1OC,0,1

# Continued.
canonical_smiles,mHTT-CaM PPI inh,Pf apPOL inh
COc1cc2c(cc1OC)C(C(=O)Nc1cc(C)on1)C(c1ccccc1F)N(C)C2=O (centres undefined),2,5
O=c1[nH]c(=S)[nH]c(-c2ccccc2)c1Cc1c(O)ccc2ccccc12,.,0
O=C(Cc1ccccc1)Nc1ccc(C(=O)Nc2ccccn2)cc1,4,-8
Cc1ccc(C2CC(c3cccc(Cl)c3)n3nnnc3N2)cc1C (centres undefined),-5,1
COCCNC(=O)CSc1nc2nc(C)cc(C)n2n1,29,-9
Cc1ccccc1N=Cc1cccc([N+](=O)[O-])c1O,11,14
O=S(=O)(Nc1n[nH]c2ccccc12)c1ccc(Cl)c(Cl)c1,.,4&2
CCCCN(C)C(=O)C1c2ccccc2C(=O)N2CCc3ccccc3C12 (centres undefined),-6,2
O=c1c2c(ncn2Cc2ccc(F)cc2)n(-c2ccccc2)c(=O)n1CC1CC1,14,0
COC(=O)c1cc(NC(=O)C=Cc2ccc(OC)c(OC)c2Cl)ccc1N1CCOCC1,.,-2
Cc1c(Cl)c(C)c([N+](=O)[O-])c(O)c1C=Nc1cccc(C(=O)O)c1,14,-1
O=C(Cn1cnc(-c2ccc(F)cc2)cc1=O)NCCc1c[nH]c2ccccc12,10,3

# (next part)
canonical_smiles,mHTT-CaM PPI inh,Pf apPOL inh
COc1cc(CNC(=O)C2CCCN(C(=O)c3cc(C)cc(C)c3)C2)cc(OC)c1OC (centres undefined),-1,2
O=C(Nc1ccc(F)cc1)Nc1nnc(SCc2ccccc2Cl)s1,2,0
CC(=O)Nc1ccc(Oc2c(F)c(F)nc(NCCO)c2F)cc1,3,-1
O=C(C1CCCC1)N1CCN(Cc2nnnn2-c2ccccc2)CC1,-8,-7
CC(C)(C)NS(=O)(=O)c1ccc2c(c1)OCCO2,-5,0
Cn1nc(-c2nc(-c3ccccc3)no2)c2c1CCN(C(=O)COc1ccc(F)cc1)C2,15,-1
CCCCOC(=O)Nc1ccc(S(=O)(=O)Nc2ccc(F)cc2)cc1,-5,-31
COC(=O)c1ccc(CN2CC(c3nc(-c4cccs4)no3)C2)o1,3,4
NC(=O)CSc1oc(-c2ccccc2)nc1S(=O)(=O)c1ccccc1,6,-4
Cc1noc(C)c1CN1CCC(c2nc(-c3ccncc3)n[nH]2)CC1,3,-2
O=C(Nc1ccc(Br)c2cccnc12)c1cccc([N+](=O)[O-])c1,0,-3
O=[N+]([O-])c1ccc(NC(c2ccco2)c2ccc3cccnc3c2O)cc1 (centres undefined),100*,-5

# (list continues)
canonical_smiles,mHTT-CaM PPI inh,Pf apPOL inh
CC(=O)C(N=Nc1ccc2c(c1)COCO2)C(C)=O,.,-12
Cc1oc2c(F)c(F)c(F)c(F)c2c1S(=O)(=O)Oc1ccc(C#N)cc1,.,-2
Cc1ccc(-c2nnc(-c3ccc(C)c([N+](=O)[O-])c3)o2)cc1,3,3
COc1ccccc1-n1c(SCC(=O)Nc2ccc([N+](=O)[O-])cc2)nc2c(c1=O)SCC2,21,4
Fc1ccc(-c2n[nH]c(C3CCCN(C4CCOCC4)C3)n2)cc1 (centres undefined),14,4
CN(Cc1ccccc1)S(=O)(=O)c1ccc(F)c(C(=O)Nc2ccccc2Cl)c1,-14,-17
O=C(NCCCN1CCOCC1)c1ccc(-c2ccccc2)cc1,-3,2
CCN(CC)c1ccc(C=Nc2c(C)n(C)n(-c3ccccc3)c2=O)c(OC)c1,9,2
CCOc1ccc(N2C=C(C#N)S(=O)(=O)c3ccc(Cl)cc32)cc1,-5,-1
O=C(Nc1cc(F)ccc1F)C1CCCN(C(=O)c2cccc(C(F)(F)F)c2)C1 (centres undefined),23,-19
COCCN(CCOC)Cc1c(O)ccc2c1OC(=Cc1ccccc1)C2=O,9,-2
CCOc1ccc(-c2[nH]ncc2CN2CCCC2c2c(C)noc2CC)cc1 (centres undefined),12,-2

# (more compounds)
canonical_smiles,mHTT-CaM PPI inh,Pf apPOL inh
COc1ccc(Oc2cc(C(F)(F)F)ccn2)cc1,.,-7
Cc1sc2c(=O)n(C3CC3)cnc2c1C(=O)Nc1ccccc1F,-8,2
O=C(Nc1ccc(Br)cc1F)C1CCN(S(=O)(=O)c2ccc(F)cc2)CC1,-6,0
Cn1c(=O)c([N+](=O)[O-])c(NCc2ccccc2)c2ccccc21,-1,1
O=C(Cc1ccc(Cl)cc1)N1CCc2[nH]cnc2C12CCCCC2,2,-4
O=[N+]([O-])c1ccc(Nc2nc(-c3ccccn3)cs2)cc1,48&29,5&-5
Cc1ccc(/C=c2\sc3nc(-c4ccc(C)cc4)nn3c2=O)cc1,0,-12
COCCNC(=O)c1cc2nc(-c3ccc(Br)cc3)cc(C(F)(F)F)n2n1,-4,7
CC1CC(C)CN(CCCNC(=O)c2ccc(CS(=O)(=O)Cc3ccccc3Cl)o2)C1 (centres undefined),0,-10
O=S(=O)(Nc1cccc(F)c1)c1ccc2c(c1)OCCO2,-13&-6,-5
CC(=O)C1=C(C)NC(SCC(=O)c2ccc(C)cc2)=C(C#N)C1c1sccc1C (centres undefined),-59,4
Cc1nn(C(=O)C2CC2)c(C)c1Oc1ccc(Cl)cc1,.,-6&1

# Complete entries as entered above:
# Profile of O=C(Nc1ccc(Br)cc1F)C1CCN(S(=O)(=O)c2ccc(F)cc2)CC1 : mHTT-CaM PPI inh = -6; Pf apPOL inh = 0
# Profile of O=[N+]([O-])c1ccc(Nc2nc(-c3ccccn3)cs2)cc1 : mHTT-CaM PPI inh = 48&29; Pf apPOL inh = 5&-5

# More results follow:
canonical_smiles,mHTT-CaM PPI inh,Pf apPOL inh
Cc1ccc(-n2nc(C)c3c2OC(N)=C(C#N)C3c2ccco2)cc1 (centres undefined),60*,-3
CN(C)CC1CN(S(=O)(=O)c2cccc(F)c2)CC12CCOCC2 (centres undefined),-4,-8
CN1CCCn2nc(C3CCN(C(=O)Nc4cccc(C(F)(F)F)c4)CC3)cc2C1=O,-1,5
CC(C)C(=O)Nc1n[nH]c(Cc2ccc(Cl)cc2)n1,-3,-4
CCOc1ccc(C2CC(c3ccc(C)cc3)n3ncnc3N2)cc1 (centres undefined),4,4
COc1cc(/C=C2\C(=O)NC(=O)N(c3ccc(C)cc3)C2=O)cc(Br)c1O,8,0
COc1ccc(C(=O)Nc2ccc(C)cc2C)cc1[N+](=O)[O-],0,-2
Cc1nc2cc(-c3noc(Cc4ccccc4C)n3)ccc2o1,-16,0
CC(=O)c1ccc(NC(=O)CSc2nc(C)cc(C)n2)cc1,-3,3
COc1cc(NC(=O)C2CCN(c3nccnc3Oc3ccc(C)cc3)CC2)cc(OC)c1,21,-4
CC1(C)CC(n2c(NN)nc3c(c2=O)C2(CCCCC2)Cc2ccccc2-3)CCO1 (centres undefined),44,-6
CCN1CCN(C(=O)CNC(=O)c2nn(-c3ccc(OC)cc3OC)c(=O)c3ccccc23)CC1,5,10

# The list continues:
canonical_smiles,mHTT-CaM PPI inh,Pf apPOL inh
CCOCCCNS(=O)(=O)c1cc(Br)cc2c1N(C(C)=O)CC2,6,-3
CCc1ccc(OCC(=O)Nc2cc(OC)c(Cl)cc2OC)cc1,-10,-9
CC1CN(CC(O)COc2ccc(C(C)(C)C)cc2)CC(C)O1 (centres undefined),-2,-1
O=C(CN1C(=O)c2ccccc2C1=O)Nc1ccccc1-c1nc2ccccc2s1,-14,-1
CN(C)c1ccc2c(c1)OC(N)=C(C#N)C2c1cc(Br)cs1 (centres undefined),53*,-5
CC(C)N(CCC#N)S(=O)(=O)c1ccccc1[N+](=O)[O-],-2,-5
O=C(O)c1nnn(-c2ccc3c(c2)CCC3)c1-c1ccccn1,15,1
C=CCN(c1ccccc1)S(=O)(=O)c1ccc2[nH]cc(C(=O)O)c(=O)c2c1,13,-6
CCn1c(CC2CCN(S(=O)(=O)c3cccc(Cl)c3)C2)nc2cccnc21 (centres undefined),10,-2
CCn1cc(CNC(=O)c2cc(-c3ccc(C)c(C)c3)nc3ccccc23)cn1,23,-2
CC1=C(n2nnc([N+](=O)[O-])n2)C(c2ccccc2)C(C#N)=C(N)O1 (centres undefined),3,-1
Cc1nc(CCNC(=O)C2CCCN2C(=O)c2ccccc2F)cs1 (centres undefined),-3,-1

# Carrying on.
canonical_smiles,mHTT-CaM PPI inh,Pf apPOL inh
Cc1ccc(NC(=O)N2CCC(c3nc(C(=O)N4CCCC4)c(C)o3)CC2)c(Cl)c1,-7,0
Cc1ccc2c(c1)c1c(n2CC(O)CNCc2ccco2)CCCC1 (centres undefined),55*,0
Cc1c(S(=O)(=O)NCc2csc(-c3cccs3)n2)cnn1-c1ccccc1,.,-2
COc1cccc(C(=O)N2CCCC3(C2)Nc2cccnc2NC3=NCc2ccccc2)c1 (centres undefined),15,-6
O=C(Cc1nc(-c2ccccn2)n[nH]1)Nc1ccccc1,73*,-4
CC(c1ccccc1)N1CCCN(c2ccc(NC(=O)C3CC3)cc2)C1=O (centres undefined),34,1
O=C(Nc1cccc(O)c1)c1cc2n(n1)C(C(F)(F)F)CC(c1ccco1)N2 (centres undefined),-3,-1
Cn1ncc(NC(=O)c2ccc(C(C)(C)C)cc2)c(N2CCCCC2)c1=O,5,-1
CCN1CCN(C(=O)C2CC(=O)N(Cc3ccccc3F)C2)CC1 (centres undefined),-3,-2
O=C(CCC1CCCCC1)Nc1c2c(nn1-c1ccc(F)cc1)CS(=O)C2 (centres undefined),18,-3
Cc1cc([N+](=O)[O-])cc2c1NC(=O)C2=O,11,-4
O=C(c1ccnc(-c2cccs2)c1)N1CCN(c2ccccn2)CC1,11,-3

# Further structures
canonical_smiles,mHTT-CaM PPI inh,Pf apPOL inh
COc1ccccc1/C=C/C1=NC(=C\c2c(F)cccc2Cl)/C(=O)O1,10,1
Cc1ccc(C)c(CN2C(=O)NC3(CCN(C(=O)c4ccccn4)CC3)C2=O)c1,4,-5
O=C(NCc1cccnc1)c1cc2n(n1)CCCN(Cc1ccc(F)cc1)C2=O,-5,4
CC(C)c1ccc(CN(c2ccccc2)S(C)(=O)=O)cc1,-6,-3
Brc1ccc(Nc2nc(-c3cccnc3)nc3ccccc23)cc1,12,-1
O=C(COc1ccc(Br)cc1)Nc1ccc(N2CCOCC2)cc1,1,-3
O=C(Nc1ccc(F)c(Cl)c1)C1CCC(CNS(=O)(=O)c2cccs2)CC1 (centres undefined),7,-7
CC(C)(C)C1(C)OC(=O)C(=Cc2ccc(Br)o2)C(=O)O1 (centres undefined),22,-3
Cc1cc([N+](=O)[O-])ccc1NC(=O)C1=Cc2ccccc2OC1,-7,-7
COc1ccc(NC(=O)C2CCc3nc(N4CCC(C)CC4)ncc3C2)cc1F (centres undefined),3,-5
CC(C)(C)n1nc2c(c1NC(=O)c1c(F)cccc1F)CS(=O)C2 (centres undefined),2,-5
COc1cc([N+](=O)[O-])ccc1NC(=O)COc1cc(Cl)c(Cl)cc1Cl,-5,-4

# Later entries:
canonical_smiles,mHTT-CaM PPI inh,Pf apPOL inh
COc1ccc2[nH]c(-c3ccccc3)cc(=O)c2c1,-3,-4
CSc1nc(N)c2c3c(sc2n1)CCC3,1,-4
O=C(CCCCCN1C(=O)c2cccc([N+](=O)[O-])c2C1=O)Nc1ccc(Cl)cc1,17,-3
O=C(CSc1nnc(-c2ccncc2)o1)NC1CCCCC1,-6,4

# Entries listed so far that contain an NH in an aromatic ring, in the order listed:
canonical_smiles,mHTT-CaM PPI inh,Pf apPOL inh
Cc1ccc2[nH]c(-c3ccc(F)cc3F)cc(=O)c2c1,1,-4
O=c1[nH]c(=S)[nH]c(-c2ccccc2)c1Cc1c(O)ccc2ccccc12,.,0
O=S(=O)(Nc1n[nH]c2ccccc12)c1ccc(Cl)c(Cl)c1,.,4&2
O=C(Cn1cnc(-c2ccc(F)cc2)cc1=O)NCCc1c[nH]c2ccccc12,10,3
Cc1noc(C)c1CN1CCC(c2nc(-c3ccncc3)n[nH]2)CC1,3,-2
Fc1ccc(-c2n[nH]c(C3CCCN(C4CCOCC4)C3)n2)cc1 (centres undefined),14,4
CCOc1ccc(-c2[nH]ncc2CN2CCCC2c2c(C)noc2CC)cc1 (centres undefined),12,-2
O=C(Cc1ccc(Cl)cc1)N1CCc2[nH]cnc2C12CCCCC2,2,-4
CC(C)C(=O)Nc1n[nH]c(Cc2ccc(Cl)cc2)n1,-3,-4
C=CCN(c1ccccc1)S(=O)(=O)c1ccc2[nH]cc(C(=O)O)c(=O)c2c1,13,-6
O=C(Cc1nc(-c2ccccn2)n[nH]1)Nc1ccccc1,73*,-4
COc1ccc2[nH]c(-c3ccccc3)cc(=O)c2c1,-3,-4

# Screening results: PubChem BioAssay, University of Kansas High Throughput Screening Laboratory
